PREPL inh: human PREPL enzyme inhibition; 0.68% of 320,000 active; Q4J6C6; recombinant PREPL, fluorescence polarization activity-based probe; inhibition, % at 5.96 µM; in the data active = inhibition above about 43%;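 also: 0% = enzyme with DMSO and 100% = wells lacking enzyme; many of its hits are not listed in these tables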
Target sequence (Q4J6C6 whole entry, looked up): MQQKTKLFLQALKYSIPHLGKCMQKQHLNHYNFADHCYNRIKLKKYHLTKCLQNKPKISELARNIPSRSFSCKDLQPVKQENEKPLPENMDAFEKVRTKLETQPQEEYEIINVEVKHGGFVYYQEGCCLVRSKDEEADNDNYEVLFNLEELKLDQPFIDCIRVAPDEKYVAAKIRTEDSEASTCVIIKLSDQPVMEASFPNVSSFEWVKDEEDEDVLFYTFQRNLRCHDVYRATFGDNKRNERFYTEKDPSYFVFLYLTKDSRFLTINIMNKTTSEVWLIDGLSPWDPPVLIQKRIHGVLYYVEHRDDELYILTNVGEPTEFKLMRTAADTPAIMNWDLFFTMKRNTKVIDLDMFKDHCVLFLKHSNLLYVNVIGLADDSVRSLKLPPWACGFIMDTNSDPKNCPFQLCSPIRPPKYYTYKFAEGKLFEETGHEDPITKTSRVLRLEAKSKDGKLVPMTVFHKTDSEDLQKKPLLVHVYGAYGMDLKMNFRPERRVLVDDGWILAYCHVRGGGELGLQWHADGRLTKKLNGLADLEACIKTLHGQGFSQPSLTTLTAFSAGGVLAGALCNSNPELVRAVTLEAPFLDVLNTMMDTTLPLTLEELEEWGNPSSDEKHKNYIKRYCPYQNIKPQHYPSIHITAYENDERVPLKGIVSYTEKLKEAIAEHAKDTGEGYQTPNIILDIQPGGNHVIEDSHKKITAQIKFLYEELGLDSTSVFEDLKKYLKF
PAFAH2 inh: inhibitors of human PAFAH2; Q99487; recombinant PAFAH2, FP-rhodamine activity probe, fluorescence polarization; inhibition, % at 3.39 µM; 0.99% of 340,000 active; AID 492956;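 active = inhibition above the mean over all tested compounds plus 3 SD, cut at about 30% in these data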;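 also: inhibitors block probe labeling of enzyme so polarization drops; 0% = enzyme with DMSO and 100% = wells lacking PAFAH2 protein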
pPAFAH FP inh: pPAFAH (human) enzyme inhibition; recombinant pPAFAH, FP-rhodamine probe fluorescence polarization; Q13093; inhibition, % at 3.39 µM; 1.5% of 330,000 active;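 active = inhibition above the mean inhibition across the screen plus 3 SD, cut at about 25% in these data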;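 also: inhibitors block binding of the rhodamine activity-based probe so polarization drops; 0% = enzyme with DMSO and 100% = wells lacking pPAFAH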
GSTO1 inh: GSTO1 inhibition, counter-screen for RBBP9 inhibitors; P78417; recombinant GSTO1, activity-based probe fluorescence polarization; inhibition, % at 5.96 µM; 1.1% of 300,000 active; AID 1974;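 active = inhibition above the campaign mean inhibition plus 3 SD, cut at about 35% in these data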;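 also: 0% = GSTO1-1 with DMSO and 100% = wells lacking GSTO1-1 enzyme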
LYPLA1 counter: LYPLA1 (human) inhibition in PME1 counter-screen. recombinant LYPLA1, FP-Rh probe fluorescence polarization. inhibition, % at 5.9 µM. O75608. 0.16% of 320,000 active. AID 2174;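 active = inhibition above the mean of all tested compounds plus 3 SD, set per campaign, cut at about 14% in these data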;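 also: inhibitors block serine hydrolase probe labeling of LYPLA1 so polarization falls; 0% = enzyme with DMSO and 100% = wells lacking LYPLA1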
Target sequence (O75608 whole entry, looked up): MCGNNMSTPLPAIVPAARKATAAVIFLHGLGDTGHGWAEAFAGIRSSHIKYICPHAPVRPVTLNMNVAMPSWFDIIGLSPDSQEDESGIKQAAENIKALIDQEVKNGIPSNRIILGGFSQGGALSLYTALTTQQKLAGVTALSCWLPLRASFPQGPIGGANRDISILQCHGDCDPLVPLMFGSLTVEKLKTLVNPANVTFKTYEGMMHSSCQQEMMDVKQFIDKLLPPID
PAFAH1B3 FP inh: blocks human PAF acetylhydrolase 1B catalytic subunit 3; recombinant PAFAH1B3, FP-rhodamine probe, fluorescence polarization; inhibition, % at 3.39 µM; 0.28% of 340,000 active; AID 492972;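 active = inhibition above the screen-wide average of all tested compounds plus 3 SD, cut at about 25% in these data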;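 also: 0% = enzyme with DMSO only and 100% = wells lacking PAFAH1B3 protein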
PAFAH1B2 inh: inhibitors of human PAFAH1B2; recombinant PAFAH1B2, FP-rhodamine activity probe, fluorescence polarization; inhibition, % at 3.39 µM; 1.2% of 340,000 active;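 active = inhibition above the mean of all tested compounds plus 3 SD, cut at about 24% in these data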;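 also: 0% = enzyme with DMSO and 100% = wells lacking PAFAH1B2; many of its hits are not listed in these tables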
LYPLA2 counter: LYPLA2 (human) inhibition in PME1 counter-screen; AID 2177; 0.38% of 320,000 active; O95372; inhibition, % at 5.9 µM; recombinant LYPLA2, FP-Rh probe fluorescence polarization;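 active = inhibition above the screen-wide mean plus 3 SD, limit set per campaign, cut at about 26% in these data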;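 also: 0% = LYPLA2 with DMSO and 100% = wells lacking LYPLA2 enzyme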
PAD4 inh: inhibitors of human PAD4; Q9UM07; recombinant PAD4, RCA probe fluorescence polarization; inhibition, % at 6.36 µM; 0.41% of 330,000 active; AID 485272;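 active = percent inhibition above a cutoff equal to the mean of all tested compounds plus 3 SD, cut at about 15% in these data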;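 also: 0% = PAD4 with RCA probe and DMSO and 100% = probe without PAD4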
* hit, by the source's call; . = no result given; & = joins results of further samples. Some of the compounds tested; rates above refer to the full screens.

Molecule	PAFAH1B2 inh	LYPLA1 counter	pPAFAH FP inh	LYPLA2 counter	GSTO1 inh	PREPL inh	PAD4 inh	PAFAH2 inh	PAFAH1B3 FP inh
Cc1cccc(OC(=O)N2CCOCC2)c1	-2	-2	1	-1	2	-13	2	-1	2
Cc1cccc(OCC(=O)N2CCN(Cc3cccnc3)CC2)c1	0	-2	2	-4	5	2	5	-1	9
CC[C@@H](C(N)=O)N1CCCC1=O	.	4	0	4	1	-1	0	.	.
CCN1CC2C3CCC(C)(O3)C2C1 (centres undefined)	4	1	2	1	5	21	5	-3	3
COc1ccccc1OCCCn1cc(C(=O)C2CC2)c2ccccc21	0	1	7	-3	13	-9	-1	-9	-5
O=C(NCCO)c1nsnc1NCCCl	2	-2	1	-2	4	5	-4	-5	7
CCOc1ccc(-n2c(O)c(C=Nc3ccc(N4CCOCC4)cc3)c(=O)[nH]c2=O)cc1	3	3	2	8	-2	6	-7	-7	-1
Fc1ccccc1CCNCc1cccc(Cl)c1Cl	10	1	6	9	-1	-4	1	-2	6
COC(=O)C1=C(c2c(C)noc2C)C[C@@H]2CC[C@H]1N2C(=O)NCc1ccc(C(F)(F)F)cc1	24*	3	0	6	.	19	2	1	9
O=c1[nH]c(=S)n(Cc2ccc(F)cc2)c(O)c1C=NCc1ccc2c(c1)OCO2	0	-7	9	-4	-5	2	0	-9	4
CCSC1=NN1c1cc(C)nc(N)n1	6	4	-3	7	2	12	4	0	6
COc1cc(/C=C/c2nc3ccccc3c(=O)n2-c2ccccc2O)ccc1O	2	-3	6	-1	-15	15	1	-1	5
CC1(CCl)CN1S(=O)(=O)c1ccccc1 (centres undefined)	2	-3	5	0	21	5	-1	6	5
Cc1nn(Cc2ccccc2)c(C)c1C=C1C(=O)NC(=S)NC1=O	-6	-1	-3	-8	2	-10	0	-8	-16
COC(=O)C1=C(c2ccc(F)cc2OCc2ccccc2)C[C@@H]2CC[C@H]1N2C(=O)NCc1ccccc1Cl	3	-4	0	-11	.	4	-1	1	-6
CCOC(=O)C1CCN(Cc2ccc(Cl)nc2)CC1	6	2	-5	0	-3	10	1	-2	0
Cc1ccc(OP(=O)(NC(C)c2ccccc2)Oc2ccc(C)cc2)cc1 (centres undefined)	3	-6	11	-8	-1	-2	-1	1	-3
CCC(=Nc1ccc(OC)cc1OC)c1c(O)n(C)c(=O)n(C)c1=O	0	0	2	5	4	12	1	-5	8
N#Cc1ccc(Cn2cc(C=O)c3ccccc32)cc1	7	4	8	9	-1	11	0	5	4
CNc1ccc2oc(C[C@H]3O[C@@]4(CC[C@H]3C)O[C@H]([C@H](C)C(=O)c3ccc[nH]3)[C@H](C)C[C@H]4C)nc2c1C(=O)O	4	-3	38*	7	42*	16	57*	-1	10
O=C(NC[P+](=O)O)OCc1ccccc1	7	0	-3	-4	1	7	-2	-4	-1
COc1ccc(Br)cc1CN1CCN(CCO)CC1	1	3	-2	2	-6	3	0	-4	3
Cc1ccc(CNC2=NCCS2)cc1	7	3	-3	5	4	-4	-6	-6	2
O=C1NC(=O)C(=Cc2ccc3c(c2)OCO3)C(=O)N1	.	3	-2	6	1	2	-2	.	.
O=C(O)CCCc1ccc(N(CCCl)CCCl)cc1	6	2	1	3	-4	-2	-3	-4	-9
CC1(C(O)(C#CCN2CCCCC2)c2ccccc2)CCCC1 (centres undefined)	5	-2	0	-6	12	19	4	-3	7
CC1CCCCN1C(=O)Cn1cc(C=C2C(=O)N(C)C(=O)N(C)C2=O)c2ccccc21 (centres undefined)	7	-4	2	2	-2	3	-3	-4	1
CN1CCc2nc(N)c(C#N)c(-c3ccccc3)c2C1	-4	4	-6	1	36*	28	4	4	6
CCCCN1C(=O)C(C2c3ccccc3C(=O)N2Cc2ccccc2)C(=O)NC1=S (centres undefined)	21	-1	2	4	8	-11	2	16	8
COC(=O)C1=C(c2ccc(F)cc2OCc2ccccc2)C[C@@H]2CC[C@H]1N2C(=O)NCc1ccc(N(C)C)cc1	3	-2	9	4	.	30	2	11	8
Clc1ccc2[nH]c3c(c2c1)CCNC3	4	2	0	1	6	21	4	6	6
CN1C2CCC1/C(=C/c1ccccn1)C(=O)/C2=C\c1ccccn1	1	1	2	2	2	4	-1	2	3
CC1CN=C(NC(C)c2ccccc2)S1 (centres undefined)	4	3	0	-1	7	0	1	5	2
CC(=O)N(C)CC#CCN1CCCC(CO)C1 (centres undefined)	-2	1	1	4	3	6	0	5	8
CCc1c(C)nc(N)nc1N1N=C1SCC(N)=O	5	-2	16	2	0	-4	2	2	-6
CC(=O)Nc1ccccc1OP1(=O)COc2ccccc2OC1	0	-1	-3	5	-1	8	2	4	2
COC(C)(C)CCCC(C)C/C=C/C(C)=C/C(=O)OC(C)C (centres undefined)	0	-4	-1	1	.	18	-7	4	6
CCCCCc1nc2ccccc2c(=O)n1-c1ccccc1[N+](=O)[O-]	1	-4	-3	-5	0	-6	1	-4	-4
Clc1ccc(NC2=NCCCS2)cc1Cl	-1	-3	2	0	3	-9	-4	0	10
CNC(=O)OCCc1n(C)cc[n+]1C	0	0	1	4	-1	-2	-2	-4	9
CCOc1cc2c(cc1OCC)-n1cccc1C(c1ccc(OC)c(OC)c1)NC2 (centres undefined)	8	2	6	6	3	5	1	-8	7
c1cncc(CNCCc2c[nH]c3ccccc23)c1	2	1	3	4	6	-9	-1	-2	8
COC(=O)C1=C(c2cc3ccccc3s2)C[C@@H]2CC[C@H]1N2C(=O)N1CCCC1	0	2	3	3	0	-3	-1	3	8
O=C(O)c1ccccc1NC(=O)N1C[C@H]2C[C@@H](C1)c1cccc(=O)n1C2	4	3	-4	3	1	10	-3	4	5
C=CCn1c(O)c(/C(C)=N/N2CCCCCC2)c(=O)[nH]c1=O	-1	-2	3	2	0	15	1	-4	-4
COC(=O)C(O)(c1ccc(NC(=O)c2cccs2)cc1)C(F)(F)F (centres undefined)	.	0	11	4	2	-7	1	.	.
Cn1c(O)c(/C=N/c2ncccn2)c(=O)n(C)c1=O	-4	3	-3	-3	8	0	-6	-8	0
O=[N+]([O-])c1ccc(C2[C@H]3C(c4ccccc4)=NC4(CCCCC4)N23)cc1 (some centres undefined)	-2	-2	2	-5	0	-1	-3	-4	0
CNCC(O)c1cccc(OC(=O)c2ccccc2C)c1 (centres undefined)	3	1	4	0	-8	-58	1	3	0
CC1CC(NC(=O)C2C3CCC(O3)C2C(=O)O)CC(C)(C)C1 (centres undefined)	12	-4	2	7	7	0	-9	-3	-4

Compound profiles, from the list above. Order of values: PAFAH1B2 inh, LYPLA1 counter, pPAFAH FP inh, LYPLA2 counter, GSTO1 inh, PREPL inh, PAD4 inh, PAFAH2 inh, PAFAH1B3 FP inh
Listed for CN1C2CCC1/C(=C/c1ccccn1)C(=O)/C2=C\c1ccccn1 → 1, 1, 2, 2, 2, 4, -1, 2, 3
Listed for O=C(O)c1ccccc1NC(=O)N1C[C@H]2C[C@@H](C1)c1cccc(=O)n1C2 → 4, 3, -4, 3, 1, 10, -3, 4, 5
Listed for COC(=O)C1=C(c2ccc(F)cc2OCc2ccccc2)C[C@@H]2CC[C@H]1N2C(=O)NCc1ccc(N(C)C)cc1 → 3, -2, 9, 4, ., 30, 2, 11, 8

Next structures
Molecule	PAFAH1B2 inh	LYPLA1 counter	pPAFAH FP inh	LYPLA2 counter	GSTO1 inh	PREPL inh	PAD4 inh	PAFAH2 inh	PAFAH1B3 FP inh
COC(=O)C1=C(c2cc3ccccc3s2)C[C@@H]2CC[C@H]1N2C(=O)NCc1ccc(C(F)(F)F)cc1	-2	-8	1	-13	2	-38	2	-7	-7
Cc1ccc(-n2c(O)c(C=NCc3ccccn3)c(=O)[nH]c2=S)cc1	7	2	8	3	3	2	3	3	-1
CN(C)C(=O)Oc1ccc(Cl)c2cccnc12	1	-1	2	21	6	4	0	-1	0
O=C1NC(=S)N(c2ccc(Cl)cc2)C(=O)/C1=C/N1CCN(C(=O)c2ccco2)CC1	-20	-15	-1	-30	-36	-14	-4	-37	-30
O=c1[nH]c(=S)[nH]c(O)c1C(c1ccccn1)c1c(O)[nH]c(=S)[nH]c1=O	4	-2	-4	6	2	-5	6	2	11
CN(C)C(CNC(=O)Cc1ccc(Br)cc1)c1ccccc1 (centres undefined)	5	4	4	1	-1	-6	-1	1	8
O=[N+]([O-])[N-][n+]1cnn(Cc2ccccc2)c1	-2	1	-2	4	-4	2	-1	-3	8
Cc1cccc(N2C(=O)NC(=O)/C(=C\c3ccc(N4CCOCC4)cc3)C2=O)c1	7	0	1	1	6	4	-5	5	5
N#Cc1ccccc1Cn1cc(C(=O)C2CC2)c2ccccc21	1	-2	5	0	-2	-42	-1	-7	7
COc1cc2nc(N3CCN(C(=O)C4CCCO4)CC3)nc(N)c2cc1OC (centres undefined)	1&2	-1&4	0&0	-1&3	1&4	15&-3	-4&-2	8&0	8&-7
COC(=O)C1=C(c2ccc(S(C)(=O)=O)cc2)C[C@@H]2CC[C@H]1N2C(=O)NC(C)C	5	-1	4	2	3	3	3	0	4
ClC(Cl)(Cl)c1ccccc1	-3	1	0	0	.	0	-3	-2	5
CC1CCCN(c2ccc(C(=O)N3CCC4(CC3)OCCO4)cc2[N+](=O)[O-])C1 (centres undefined)	2	-3	45*	-9	12	6	1	-1	7
CCC(=NCc1ccco1)c1c(O)n(-c2ccc(OC)cc2)c(=O)[nH]c1=O	-2	5	3	-1	3	11	-7	3	2
OC(CNC1CCCCCCC1)c1ccccc1 (centres undefined)	.	3	2	8	5	20	0	.	.
CCN(CC)C(=O)N[C@H]1C[C@@H]2c3cccc4[nH]cc(c34)C[C@H]2N(C)C1	-8	-4	-2	-10	5	4	-6	2	8
Cc1cc(Cl)ccc1OCCCC(=O)NCc1cccs1	0	-6	-1	-14	10	1	-7	-1	0
Cn1cccc1/C=C1/C(=O)NC(=S)N(Cc2ccc(F)cc2)C1=O	55*	-2	61*	0	12	20	-5	44*	3
O=C1NC(=S)NC(=O)C1=Cc1ccc(Br)s1	1	0	5	-1	32	-4	-5	8	2
Cn1cc(NC(=O)CCl)cn1	5	-1	-6	-1	80*	-6	-2	-5	7
CC(C)N1CCN(Cc2ccccc2C(F)(F)F)CC1CCO (centres undefined)	1	2	4	1	-5	-15	-6	4	7
Cc1ccc(-c2nc3ccccc3c(=O)n2-c2cccc(O)c2)cc1	3	-5	0	-1	-5	0	0	4	5
CN1CCCC(C(O)(c2ccccc2)c2ccccc2)C1 (centres undefined)	2	1	5	1	5	10	4	1	8
Cn1c(O)c(/C=C2/C=CC=N2)c(=O)[nH]c1=O	5	2	0	-3	7	-3	-6	-2	-3
CN1CCN(c2ccc([N+](=O)[O-])c(Sc3nncn3C)c2)CC1	2	5	2	5	2	-1	5	-9	-9
COc1cc(/C=C2/C(=O)NC(=O)N(c3ccc(C)cc3)C2=O)cc(OC)c1OC	15	5	-1	9	0	-2	0	0	6
CC1CN=C(NCc2ccncc2)S1 (centres undefined)	5	1	5	0	-1	-10	-20	6	2
COCCn1cc(C(=O)N2CCC3(CC2)OCCO3)c2c3ccccc3n(C)c2c1=O	-2	1	1	7	-4	7	0	-2	5
CC(Cc1ccccc1Sc1ccccc1O)N(C)C (centres undefined)	-2	2	1	9	3	-1	3	1	4
COC(=O)C1=C(c2ccccc2OCc2ccccc2)C[C@@H]2CC[C@H]1N2C(=O)NCc1cccc(F)c1	8	-1	7	0	.	3	2	13	0

Screens (PubChem BioAssay)
